Bioassay records (PubChem)
Dynein cargo inh: dynein cargo transport inhibition; hit rate 0.47% among 220,000; AID 1381; z-score, hits read low; 3617.4 mouse cells, GR-EGFP nuclear translocation imaging; test concentration mostly 20 µM; stimulated with dexamethasone, 1 µM; stronger effect = lower value;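 active = plate z-score of nuclear minus cytoplasmic receptor signal below a set negative limit, without overly bright fluorescence or cell loss, cut at about -3.5 in these data, passing the limit was not always enough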;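 note: z-score of nuclear minus cytoplasmic ring GR-EGFP intensity difference per well; some compounds called inactive have numbers as strong as hits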
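Also added – dexamethasone, 1.0 µM final · Buffer or medium – tet-free, stripped-serum medium · Schedule – induction 48 h, compound 1 h, agonist 30 min · Detection – formaldehyde fixation, Hoechst nuclear stain, 10x automated fluorescence imaging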
Hep lipid drop: modulators of hepatic lipid droplet formation; hit rate 0.4% among 240,000; AML12 mouse hepatocytes, oleate lipid droplets, BODIPY imaging; inhibition, % at 6.5 µM;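 active = lipid droplet intensity inhibited by at least 50%, with more than 500 cells counted; inconclusive = wells with under 300 cells, treated as cytotoxic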
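material = mouse AML12 hepatocyte cell line, fixed after treatment | also added = 100 µM oleic acid challenge | doses = compound at 6.5 µM only | schedule = overnight exposure | technique = Image-based BODIPY and DAPI two-channel analysis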
bCat nuc transl: alters nuclear translocation of beta-catenin in HeLa cells; immunofluorescence imaging; hit rate 0.3% among 190,000; nuclear translocation activity, % at 5 µM; AID 1665;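 active = nuclear translocation activity above 50% at 5 µM, with a well cell count of 50 or more; inconclusive = wells under 50 cells across six images, flagged as toxic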;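 note: per-cell ratio of nuclear to cytoplasmic median beta-catenin stain intensity; plate controls were DMSO negative control for no effect and GSK-3 inhibitor IX positive control for full effect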
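Test system: HeLa cells, endogenous beta-catenin; Compound: single 5 µM dose plus 0.02–20 µM confirmation series; Times: compound exposure 24 h at 37°C; Signal: fluorescence imaging of beta-catenin antibody stain plus DAPI; Read-out: % activation, nuclear-to-cytoplasmic median beta-catenin signal ratio per cell.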
Insulin prom up: MIN6 insulin promoter up-regulation; MIN6 insulin promoter-GFP reporter, high-content imaging; stronger effect = higher value; z-score at 5 µM; hit rate 0.3% among 190,000; AID 1625;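 active = z-score above 3 at 5 µM with at least 500 cells counted in the well; inconclusive = wells under 500 cells, flagged as cytotoxic or low count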
Autophagy HCS: alters autophagy in cells; MEF GFP-LC3 puncta imaging; test concentration mostly 10 µM; calls only at 10 µM (by protocol); hit rate 0.98% among 190,000;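 active = percentage of spot-positive cells more than 3 SD above its plate mean, without a fluorescence outlier flag or 80% toxicity; inconclusive = no clear call, values can overlap the other calls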;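 note: spot-positive cell cutoff set from DMSO-treated cells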
CSM14.1 death rescue: rescue of cells from ER stress-induced death, primary screen, 384-well, CSM14.1, thapsigargin, ATP luminescence (AID 1222). CSM14.1 thapsigargin-induced death rescue, ATP luminescence; higher % means a stronger effect. one-dose cellular ATP content (survival), % at 20 µM; EC50 in µM for titrated hits. 190,000 tested, under 10 active;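 active = EC50 below 50 µM in the dose-response confirmation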;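 note: death triggered by thapsigargin at about 15 µM added after 2 h compound pretreatment; cell ATP read after overnight thapsigargin exposure of roughly 18 to 22 hours; normalized against plate controls of thapsigargin alone and 5% DMSO vehicle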
XIAP antagonists: XIAP antagonists, biochemical, IAP family, fluorescence polarization (AID 1018); hit rate 0.007% among 200,000; one-dose displacement, % at 20 µM; IC50 in µM for titrated hits; XIAP BIR domain, fluorescence polarization peptide displacement; higher % means a stronger effect; in the data active = displacement above about 50%; note: a part of the inactive calls stands beside numbers as strong as those of hits
MT stabilize HCS: microtubule stabilization, imaging screen; HeLa tubulin immunostaining HCS, 24 h; share of cells brighter than vehicle mean+2SD; % tubulin-high responders, % at 10 µM; hit rate 0.83% among 200,000; AID 2205;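 active = plate Z-score above 3 for both tubulin-high and condensed-nucleus cell shares, with cell loss under 80%, at 10 µM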;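 note: anti alpha tubulin signal scored within the nucleus-defined area of each cell; some results filed as inactive read as strong as hits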
WT yeast gro inh: growth inhibition of WT yeast, mitochondrial fusion screen; mitochondrial fusion phenotypic screen, WT strain; inhibition, % at 10 µM; hit rate 2.1% among 190,000; AID 1362; in the data active = inhibition above about 58%; tested in S. cerevisiae
WT yeast gro inh mutant strain: also measured in WT yeast gro inh; calls as there; inhibition, %; mitochondrial fusion phenotypic screen, mutant strain inhibition
Dynein cargo inh cytoplasmic EGFP: recorded beside Dynein cargo inh, whose call it bears; z-score; measured here: cytoplasmic GR-EGFP intensity; stronger effect = higher value
Dynein cargo inh nuclear GR-EGFP: also measured in Dynein cargo inh; calls as there; z-score; measured here: nuclear GR-EGFP intensity;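 lower value marks the stronger effect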
Dynein cargo inh cell count: recorded beside Dynein cargo inh, whose call it bears; z-score; measured here: cell count per field
Insulin prom up cell count: further read-out of Insulin prom up, marked with its call; cell count; measured here: cytotoxicity, nuclei count;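 total cells summed across four imaged fields per well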
Hep lipid drop cells 6.5 µM: recorded beside Hep lipid drop, whose call it bears; cell count; measured here: cell count, cytotoxicity flag;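 cells counted across two imaged fields per well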
bCat nuc transl cell count 5 µM: further read-out of bCat nuc transl, marked with its call; cell count; measured here: cell count, cytotoxicity flag
MT stabilize HCS Hoechst-high %: further read-out of MT stabilize HCS, marked with its call; % Hoechst-high responders; measured here: nuclear condensation Hoechst responders;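 share of cells brighter than vehicle mean plus two SD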
MT stabilize HCS cytotoxicity %: further read-out of MT stabilize HCS, marked with its call; toxicity, %; measured here: cytotoxicity by cell density;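 0% = mean cell density of plate MIN control wells and 100% = no cells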
Autophagy HCS cell loss 18 h: recorded beside Autophagy HCS, whose call it bears; toxicity, %; measured here: cell loss, nuclei count;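 cell loss after 18 h compound exposure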
Numbers without * were called inactive; i = inactive; ? = inconclusive; . = not tested or not shown. Random draw from the library (roughly 4% active in at least one column).

SMILES	Dynein cargo inh	Dynein cargo inh cytoplasmic EGFP	Dynein cargo inh nuclear GR-EGFP	Dynein cargo inh cell count	Hep lipid drop	Hep lipid drop cells 6.5 µM	bCat nuc transl	bCat nuc transl cell count 5 µM	Insulin prom up	Insulin prom up cell count	Autophagy HCS	Autophagy HCS cell loss 18 h	CSM14.1 death rescue	XIAP antagonists	MT stabilize HCS	MT stabilize HCS Hoechst-high %	MT stabilize HCS cytotoxicity %	WT yeast gro inh	WT yeast gro inh mutant strain
Cn1c(SCC(=O)CC(=O)Nc2ccccc2)nnc1-c1ccc(O)cc1	-0.65	-0.25	-0.8	0.016	4	702	-1.8	1224	0.36	1320	i	3	2.0%	2.1%	4.0	0.8	4.2	-20	-2
COc1ccc2nc(/N=C/c3c(C)[nH]n(-c4ccc(C)cc4)c3=O)sc2c1	-0.61	-0.21	0.017	-0.21	-21	617	-0.3	1068	-0.07	1165	i	8	-2.6%	-3.6%	5.2	2.6	6.1	30	40
Cc1ccc(NC(=O)C2Cc3ccccc3C(=O)O2)cc1 (stereo not drawn)	-0.1	-0.2	-0.013	0.33	27	681	1.0	1057	-0.13	1236	i	3	1.4%	-1.6%	2.9	3.6	8.4	4	-15
Cc1ccsc1/C=N/NC(=O)CNC(=O)c1ccc(S(=O)(=O)N(C)C)cc1	0.7	-0.3	-0.26	-0.26	0	674	-3.2	1028	0	1616	i	-1	-0.1%	-3.8%	2.2	1.7	9.9	-6	3
C=C(CO)C1Cc2cc(C(C)=O)ccc2O1 (stereo not drawn)	-0.28	-0.68	0.26	0.1	28	750	1.8	1169	?	.	.	.	.	.	.	.	.	.	.
CCc1ccccc1Nc1nc(N)nc(CSCC(=O)c2cc(C)n(C)c2C)n1	2.3	-0.097	1.7	-2	-11	768	0.5	1072	-0.2	1094	i	5	-0.7%	-5.0%	6.9	2.5	3.8	-1	-6
O=C(CNS(=O)(=O)c1ccc(C(=O)N2CCOCC2)cc1)N1CCOCC1	0.8	-0.18	0.41	-0.44	.	.	0.9	841	0.33	1209	i	3	1.3%	-3.0%	2.8	1.8	9.2	17	15
O=[N+]([O-])c1ccc2c(c1)C(N1CCOCC1)/C(=C/COc1ccc(F)cc1)O2 (stereo not drawn)	-1.2	2.4	-0.2	0.31	-2	624	-0.2	1072	0.24	1850	i	19	1.4%	-3.3%	2.7	2.1	8.2	19	19
O=C(O)CSc1ncnc2c1oc1ccccc12	-0.85	-0.3	-0.18	-0.2	.	.	1.4	1374	0.11	1323	i	13	-0.8%	-22%	1.8	1.5	8.3	-5	-11
COc1ccc(N2C(=O)CCC(C(=O)O)C2c2ccc(F)cc2)cc1 (stereo not drawn)	1.5	0.14	1.7	-2.6	.	.	-0.8	1384	-0.96	1582	i	-6	-1.5%	-2.3%	4.4	1.9	10	-8	2
COc1cc(C(=O)OCC(=O)NC(=O)C2CCCCC2)ccc1OC(F)F	-0.18	-0.3	-0.057	0.18	20	729	2.5	1030	-0.48	1310	i	7	.	-7.7%	3.9	2.3	12	-13	13

Reformatted as labelled records: entries from further up
Cn1c(SCC(=O)CC(=O)Nc2ccccc2)nnc1-c1ccc(O)cc1
  Dynein cargo inh: -0.65 | Dynein cargo inh cytoplasmic EGFP: -0.25 | Dynein cargo inh nuclear GR-EGFP: -0.8 | Dynein cargo inh cell count: 0.016 | Hep lipid drop: 4 | Hep lipid drop cells 6.5 µM: 702 | bCat nuc transl: -1.8 | bCat nuc transl cell count 5 µM: 1224 | Insulin prom up: 0.36 | Insulin prom up cell count: 1320 | Autophagy HCS: i | Autophagy HCS cell loss 18 h: 3 | CSM14.1 death rescue: 2.0% | XIAP antagonists: 2.1% | MT stabilize HCS: 4.0 | MT stabilize HCS Hoechst-high %: 0.8 | MT stabilize HCS cytotoxicity %: 4.2 | WT yeast gro inh: -20 | WT yeast gro inh mutant strain: -2

COc1ccc2nc(/N=C/c3c(C)[nH]n(-c4ccc(C)cc4)c3=O)sc2c1
  Dynein cargo inh: -0.61 | Dynein cargo inh cytoplasmic EGFP: -0.21 | Dynein cargo inh nuclear GR-EGFP: 0.017 | Dynein cargo inh cell count: -0.21 | Hep lipid drop: -21 | Hep lipid drop cells 6.5 µM: 617 | bCat nuc transl: -0.3 | bCat nuc transl cell count 5 µM: 1068 | Insulin prom up: -0.07 | Insulin prom up cell count: 1165 | Autophagy HCS: i | Autophagy HCS cell loss 18 h: 8 | CSM14.1 death rescue: -2.6% | XIAP antagonists: -3.6% | MT stabilize HCS: 5.2 | MT stabilize HCS Hoechst-high %: 2.6 | MT stabilize HCS cytotoxicity %: 6.1 | WT yeast gro inh: 30 | WT yeast gro inh mutant strain: 40

Cc1ccc(NC(=O)C2Cc3ccccc3C(=O)O2)cc1 (stereo not drawn)
  Dynein cargo inh: -0.1 | Dynein cargo inh cytoplasmic EGFP: -0.2 | Dynein cargo inh nuclear GR-EGFP: -0.013 | Dynein cargo inh cell count: 0.33 | Hep lipid drop: 27 | Hep lipid drop cells 6.5 µM: 681 | bCat nuc transl: 1.0 | bCat nuc transl cell count 5 µM: 1057 | Insulin prom up: -0.13 | Insulin prom up cell count: 1236 | Autophagy HCS: i | Autophagy HCS cell loss 18 h: 3 | CSM14.1 death rescue: 1.4% | XIAP antagonists: -1.6% | MT stabilize HCS: 2.9 | MT stabilize HCS Hoechst-high %: 3.6 | MT stabilize HCS cytotoxicity %: 8.4 | WT yeast gro inh: 4 | WT yeast gro inh mutant strain: -15

Cc1ccsc1/C=N/NC(=O)CNC(=O)c1ccc(S(=O)(=O)N(C)C)cc1
  Dynein cargo inh: 0.7 | Dynein cargo inh cytoplasmic EGFP: -0.3 | Dynein cargo inh nuclear GR-EGFP: -0.26 | Dynein cargo inh cell count: -0.26 | Hep lipid drop: 0 | Hep lipid drop cells 6.5 µM: 674 | bCat nuc transl: -3.2 | bCat nuc transl cell count 5 µM: 1028 | Insulin prom up: 0 | Insulin prom up cell count: 1616 | Autophagy HCS: i | Autophagy HCS cell loss 18 h: -1 | CSM14.1 death rescue: -0.1% | XIAP antagonists: -3.8% | MT stabilize HCS: 2.2 | MT stabilize HCS Hoechst-high %: 1.7 | MT stabilize HCS cytotoxicity %: 9.9 | WT yeast gro inh: -6 | WT yeast gro inh mutant strain: 3
